# EPAC2 agonist: activates human EPAC2 exchange factor; Q8WZA2; EPAC2 activation, biochemical qHTS; response scale: 100% = 6.5 mM cAMP response; Potency, µM (highest dose often 154 µM), inactives show at the top dose activation, usual class: activators; 360,000 tested, 0.079% active; AID 720711; further: nearly all actives have a fitted effect of over 50% in size
# Target sequence (Q8WZA2 whole entry, looked up): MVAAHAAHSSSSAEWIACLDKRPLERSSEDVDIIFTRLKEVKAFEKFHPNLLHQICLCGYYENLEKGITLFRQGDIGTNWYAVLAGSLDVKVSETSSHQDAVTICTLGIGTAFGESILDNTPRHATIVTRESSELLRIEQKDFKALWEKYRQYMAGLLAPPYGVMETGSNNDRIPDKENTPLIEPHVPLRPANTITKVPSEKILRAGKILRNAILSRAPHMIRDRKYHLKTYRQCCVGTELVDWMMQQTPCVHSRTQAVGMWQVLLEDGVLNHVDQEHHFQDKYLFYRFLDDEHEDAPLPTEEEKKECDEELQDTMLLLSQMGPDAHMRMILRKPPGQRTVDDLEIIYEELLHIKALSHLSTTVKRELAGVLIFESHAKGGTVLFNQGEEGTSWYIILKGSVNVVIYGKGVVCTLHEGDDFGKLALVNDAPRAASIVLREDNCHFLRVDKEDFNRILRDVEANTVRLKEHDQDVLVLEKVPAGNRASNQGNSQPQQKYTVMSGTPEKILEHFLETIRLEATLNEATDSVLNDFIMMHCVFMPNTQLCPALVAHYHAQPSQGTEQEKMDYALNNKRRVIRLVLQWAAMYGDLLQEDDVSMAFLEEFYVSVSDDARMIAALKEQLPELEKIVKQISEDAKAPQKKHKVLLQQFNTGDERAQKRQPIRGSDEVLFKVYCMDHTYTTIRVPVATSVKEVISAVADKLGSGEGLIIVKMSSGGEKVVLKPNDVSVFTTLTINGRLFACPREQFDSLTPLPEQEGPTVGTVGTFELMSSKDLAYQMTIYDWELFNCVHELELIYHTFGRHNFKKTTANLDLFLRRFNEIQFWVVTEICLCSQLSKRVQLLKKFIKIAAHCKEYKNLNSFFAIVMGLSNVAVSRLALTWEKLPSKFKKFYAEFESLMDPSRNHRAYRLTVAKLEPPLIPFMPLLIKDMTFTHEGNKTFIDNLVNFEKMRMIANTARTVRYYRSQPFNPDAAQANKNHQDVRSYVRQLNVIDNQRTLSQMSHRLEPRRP
#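 Exchange assay: 100 nM EPAC2 with 250 nM Rap1B-BODIPY-GDP and 50 uM GDP. Fluorescence (ex 480/em 540 nm) read every 5 min for 30 min at room temperature. Data normalized to 6.5 mM cAMP as agonist control.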
# EPAC1 ag: EPAC1 (human) agonism | EPAC1 agonist qHTS, biochemical assay; response scale: 100% = response to 6.5 mM cAMP | Potency, µM (titrated, usually from 154 µM), without a hit: at the highest dose activation, hits mostly activators | 360,000 tested, 0.073% active; further: nearly all actives have a fitted effect of over 60% in size
#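 Nucleotide exchange by EPAC1 (100 nM) on Rap1B–BODIPY-GDP (250 nM) in the presence of 50 uM GDP is tracked fluorescently at 480/540 nm over 30 min. Signals are normalized to a 6.5 mM cAMP control.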
# FUS suppressor: suppressors of FUS proteinopathy in yeast; S. cerevisiae FUS-expressing, growth rescue, OD600, 24 h; Potency, µM (top dose mostly 76.6 µM), for inactives: top-dose growth rescue (activation), most hits filed as activators; 390,000 tested, 0.24% active; AID 1347120;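 further: plate controls were DMSO vehicle for no effect and reference control for full effect; nearly all actives have a fitted effect of over 55% in size; some results filed as inactive show a strong effect at the top dose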
#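 Steps: raffinose overnight preculture; dilution to OD 0.005 in 2% galactose minimal medium; compound addition (concentration series); 24hr at 30C, 99% humidity; absorbance read at 600 nm.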
# aSyn yeast inh: rescues yeast growth from alpha-synuclein toxicity; Potency, µM (titrated, usually from 46.1 µM), for inactives: at the top dose growth rescue (activation), most hits filed as activators; AID 652106; 370,000 tested, 0.14% active; Yeast expressing alpha-synuclein, growth rescue, BacTiter-Glo, 24 h; further: % of control where 0% means no effect; nearly all actives have a fitted effect of over 65% in size
#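 Screening used galactose-induced yeast with toxic alpha-synuclein levels, exposed to compound for 24 hr at 30 deg C. Cell growth, read with BacTiter-Glo luminescence, gave the measured signal.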
# PTHR1 ag: PTHR1 (human) receptor agonism. HEK293 GP2 PTHR1 cells, GloSensor cAMP luminescence, 1 h. AID 743266. Potency, µM (titrated, usually from 115 µM), for inactives: at the top dose activation, usual class: activators. 410,000 tested, 0.075% active; further: nearly all actives have a fitted effect of over 55% in size; some results filed as inactive show a strong effect at the top dose; inactives centre near -15; many of its hits are not listed in these tables
#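 HEK-293-derived GP2 cells expressing PTHR1 and a GloSensor cAMP reporter, 3,000/well, plated overnight, given luciferin plus IBMX (each 0.5 mM as added) for 1 h at 37 °C, then compound for 1 h at 37 °C. Luminescence was read after 15 min at room temperature.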
# EPAC1 antagonist: blocks human EPAC1 exchange factor. EPAC1 GEF assay, Rap1b-BODIPY-GDP exchange fluorescence. Potency, µM (highest dose often 115 µM), without a hit: at the top dose activity change, negative = inhibition, hits mostly inhibitors. 360,000 tested, 0.14% active;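 further: plate controls were vehicle for no effect and positive control for full effect; nearly all actives have a fitted effect of over 50% in size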
# EPAC2 antagonist: EPAC2 (human) antagonism | Q8WZA2 | EPAC2 GEF exchange of Rap1B-BODIPY-GDP, fluorescence | Potency, µM (series often up to 114 µM), without a hit: at the top dose activity, negative = inhibition, hits mostly inhibitors | 360,000 tested, 0.18% active | AID 720708; further: on the % scale 0 is the no-effect control and ±100 the full control effect; nearly all actives have a fitted effect of over 45% in size; many of its hits are not listed in these tables
# TDP43 rescue: TDP-43 toxicity inhibition in yeast. Potency, µM (series often up to 46.1 µM), for the others: top-dose growth rescue (activation), actives largely listed as activators. TDP-43 expressing yeast growth rescue, BacTiter-Glo, 24 h. 410,000 tested, 1.8% active; further: % of control where 0% means no effect; nearly all actives have a fitted effect of over 50% in size
#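 Luminescence from BacTiter-Glo reports growth of TDP-43-expressing yeast after 24 hr at 30 deg C with compound. Cells were raffinose-pregrown to mid-log, then seeded in galactose medium at OD600=0.02.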
# Active calls of the source: *; i = inactive; ? = inconclusive; nt = not tested or not shown; [ ] = another dose, or the depositor's remark. The call rests on the fitted dose curve; in most records, active means well fitted curve in the direction sought with a large enough effect; inconclusive means small, poorly fitted or top-dose-only effect, or another doubt; inactive means no such curve, though single readings can be large; an effect the other way counts as inactive or inconclusive. Potency means the concentration at half of the fitted maximal effect.
# Field names: A = EPAC2 agonist; B = EPAC1 ag; C = FUS suppressor; D = aSyn yeast inh; E = PTHR1 ag; F = EPAC1 antagonist; G = EPAC2 antagonist; H = TDP43 rescue
Cc1cccn2c(CN(C)CC3CCCCO3)c(C(=O)N3CCCCC3)nc12 (configuration not stated)
  A: -1% | B: -1% | C: 15% | D: 0% | E: i | F: 0% | G: 7% | H: nt

CCc1ccc(C2C(C#N)=C(N)OC3=C2C(=O)CCC3)s1 (configuration not stated)
  A: -2% | B: 4% | C: 11% | D: -1% | E: -2% | F: -3% | G: -14% | H: -4%

CCN(CC)CCN(Cc1cc2ccc(C)cc2[nH]c1=O)C(=O)NC1CCCCC1
  A: 6% | B: 12% | C: 22% | D: -4% | E: -13% | F: 14% | G: 4% | H: -14%

NC(=O)C1Cc2ccccc2CN1S(=O)(=O)c1cccs1 (configuration not stated)
  A: -2% | B: -6% | C: -4% | D: 0% | E: i | F: 14% | G: 14% | H: -16%[1.82 µM]

O=C1CCN(S(=O)(=O)c2ccccc2)CCN1CCOCc1ccccc1
  A: 2% | B: -13% | C: 14% | D: 0% | E: -27% | F: 1% | G: -6% | H: -1%

CCC/C(C#CCCN1C(=O)c2ccccc2C1=O)=C1/c2ccccc2C(=O)N1c1ccccc1
  A: 2% | B: 6% | C: ? | D: 15% | E: -7% | F: -1% | G: -2% | H: -12%

Cc1nn(CC(=O)OC(C)C(=O)Nc2ccccc2[N+](=O)[O-])c(C)c1[N+](=O)[O-] (configuration not stated)
  A: 14% | B: 0% | C: 1% | D: 3% | E: i | F: -12% | G: 1% | H: 0%

Cc1sc(NC(=O)C2CCCCC2)c(C#N)c1-c1ccccc1
  A: 1% | B: 0% | C: 12% | D: -7% | E: i | F: -7% | G: 6% | H: 2%

Cc1ccc(NC(=O)CC2S/C(=N/c3nccs3)N(C)C2=O)c(C)c1 (configuration not stated)
  A: 3% | B: 2% | C: 28% | D: 2% | E: -7% | F: 1% | G: -3% | H: 8%

O=C(NCc1cccs1)C(=O)NCC(c1ccco1)N1CCN(c2ccccc2)CC1 (configuration not stated)
  A: 7% | B: 12% | C: 10% | D: -2% | E: -35%[inhibitor] | F: -28% | G: -7% | H: -3%

CCCCN1C(=O)C(CC(=O)NC2CCCC2)CC(C(=O)N(CC)CC)=C1C (configuration not stated)
  A: 8% | B: 2% | C: -29% | D: 0% | E: -13% | F: 15% | G: -1% | H: 24%

CCN(Cc1ccccc1)S(=O)(=O)c1cc(C(=O)NCC2CCCCC2)ccc1OC
  A: -12% | B: -8% | C: 29% | D: 7% | E: -12% | F: -15% | G: -6% | H: 21%

COc1ccc(Cl)cc1NC(=O)CN(C(=O)c1ccco1)C1CCCCC1
  A: 9% | B: 4% | C: 31% | D: 11% | E: -5%[57.5 µM] | F: -5% | G: -12% | H: 23%

COc1cc(C(=O)N[C@H](C(=O)OCC(=O)NC2CCCCCC2)C(C)C)cc(OC)c1OC
  A: 0% | B: -6% | C: 20% | D: 2% | E: -38%[inhibitor] | F: 2% | G: -7% | H: 13%

C/C(Cl)=C/Cn1c(SCCN2CCOCC2)nc2c1c(=O)[nH]c(=O)n2C
  A: 15% | B: -5% | C: 0% | D: -11% | E: i | F: 12% | G: 6% | H: 4%

# (further entries)
# Field names: A = EPAC2 agonist; B = EPAC1 ag; C = FUS suppressor; D = aSyn yeast inh; E = PTHR1 ag; F = EPAC1 antagonist; G = EPAC2 antagonist; H = TDP43 rescue
COC(=O)c1c(C)oc(C)c1S(=O)(=O)Nc1ccccc1
  A: 7% | B: 4% | C: -10% | D: 12% | E: -7% | F: -3% | G: -14% | H: 14%

CCOc1ccc(N2CC(C(=O)NCc3ccco3)CC2=O)cc1 (configuration not stated)
  A: 5% | B: 6% | C: -5% | D: 0% | E: i | F: 3% | G: -4% | H: -11%

Cc1cccc(NC(=O)NNC(=O)c2nn(C)cc2Br)c1
  A: 0% | B: 4% | C: 6% | D: 1% | E: -5% | F: -8% | G: 2% | H: 19%

CCC(C)NS(=O)(=O)c1ccc(NS(=O)(=O)c2ccccc2[N+](=O)[O-])cc1 (configuration not stated)
  A: 6% | B: -3% | C: -17% | D: 1% | E: i | F: -8% | G: 1% | H: 17%

COC(=O)c1ccc(NC(=O)c2ccc(NC(=O)c3ccco3)cc2)cc1
  A: 21% | B: -4% | C: 20% | D: 3% | E: -1% | F: -6% | G: 23% | H: 1%

COc1ccc(NS(=O)(=O)c2cccc(-c3nnc4n3CCCCC4)c2)cc1
  A: 0%[15.6 µM] | B: 0% | C: 3% | D: -2% | E: i | F: -4% | G: 4% | H: -6%

COc1ccc(-c2cc(=O)oc3cc(OC(=O)C4CCCCC4)c(Cl)cc23)cc1
  A: -1% | B: 6% | C: 7% | D: -2% | E: ? | F: -11% | G: -15% | H: 27%

COc1ccc(S(=O)(=O)N(CC(=O)N/N=C/c2ccc(C(=O)O)cc2)Cc2ccccc2)cc1OC
  A: 3% | B: -6% | C: 20% | D: -8% | E: i | F: 11% | G: 16% | H: -8%

C/C(CC(=O)Nc1ccc(N(C)C)cc1)=N\NC(=O)c1ccc(F)cc1
  A: 16% | B: 6% | C: 10% | D: 12% | E: ? | F: -30% | G: 0% | H: -19%

CCC(=O)N1CCC1(C)C(=O)Nc1cnc2ccccc2c1 (configuration not stated)
  A: 14% | B: -1% | C: -27% | D: 13% | E: i | F: 17% | G: 4% | H: 11%

COc1cc(-c2nccc3cc4c(cc23)OCO4)cc(OC)c1OC
  A: 1% | B: -6% | C: 11% | D: 0% | E: -3% | F: -8% | G: -4% | H: -14%

CCN(Cc1ccccc1)CC(O)COC(c1ccc(OC)cc1)c1ccc(OC)cc1 (configuration not stated)
  A: 18% | B: -8% | C: 24% | D: 12% | E: i | F: ? | G: -13% | H: -4%

COc1ccc(C2(CNC(=O)c3ccc(N)cc3)CCCC2)cc1
  A: 0% | B: 5% | C: -9% | D: 4% | E: i | F: -7% | G: -14% | H: 16%

CSc1ccc(S(=O)(=O)NCC(=O)OCC(=O)NCCc2ccccc2)cc1[N+](=O)[O-]
  A: 4% | B: 5% | C: -3% | D: -10% | E: i | F: -4% | G: -6% | H: 14%

CC1(C(=O)Nc2ccccc2Br)CCN1C(=O)Cc1ccc(Cl)cc1Cl (configuration not stated)
  A: 17% | B: -1% | C: 13% | D: 25% | E: i | F: -15% | G: -13% | H: 0%

# Following part
# Field names: A = EPAC2 agonist; B = EPAC1 ag; C = FUS suppressor; D = aSyn yeast inh; E = PTHR1 ag; F = EPAC1 antagonist; G = EPAC2 antagonist; H = TDP43 rescue
Cc1cccc(C(=O)Nc2c3c(nn2C(C)(C)C)CS(=O)(=O)C3)c1
  A: 3% | B: 9% | C: 18% | D: 6% | E: -7% | F: 6% | G: 7% | H: -2%

CC(NCC(=O)Nc1ccccc1C(=O)NC1CC1)c1ccc(F)cc1F (configuration not stated)
  A: 5% | B: 7% | C: nt | D: -14% | E: -1% | F: 8% | G: 8% | H: 6%

CCC/C(=N\NC(=O)c1ccc(CSc2nncn2C)cc1)c1ccccc1
  A: -2% | B: -3% | C: -14% | D: 0% | E: i | F: -9% | G: 13% | H: 6%

COc1cc2c(cc1NCc1ccc3c(c1)OCO3)oc1ccccc12
  A: 5% | B: 3% | C: 0% | D: 0% | E: i | F: -11% | G: 1% | H: 0%

COc1cccc(NC(=O)CN(C)C(=O)c2ccc3ccccc3c2)c1
  A: -1% | B: 0% | C: 15% | D: 0% | E: -7%[57.5 µM] | F: -21% | G: -3% | H: 0%

O=S(=O)(Nc1cc(C(F)(F)F)ccc1N1CCOCC1)c1ccccc1
  A: -3% | B: -12% | C: 2% | D: -4% | E: i | F: -3% | G: 4% | H: 9%

OCCOCCN1CCN(C(=S)Nc2ccccc2)CC1
  A: 4% | B: -3% | C: ? | D: -5% | E: i | F: -10% | G: -8% | H: -9%

CCC(C)(C)NC(=O)CN(C(=O)CNS(=O)(=O)c1ccc(C)cc1)c1ccc2c(c1)OCCO2
  A: 20% | B: 7% | C: 12% | D: 2% | E: i | F: -18% | G: 4% | H: 16%

CCOC(=O)N1CCN(C(=O)C(CC(C)C)NC(=O)C2CCCCC2)CC1 (configuration not stated)
  A: 3% | B: 1% | C: 30% | D: 7% | E: i | F: 6% | G: 4% | H: 0%

N#C/C(=C\N1CCOCC1)S(=O)(=O)c1ccc(Cl)cc1
  A: 12% | B: 5% | C: -11% | D: -9% | E: i | F: 13% | G: -2% | H: -8%

c1csc(CNc2nc(Oc3ccncc3)c3sccc3n2)c1
  A: 1% | B: 2% | C: -11% | D: -1% | E: 7% | F: -11% | G: 0% | H: -6%

Cc1ccc(-n2c(C)cc(C=C(C#N)C#N)c2C)cc1
  A: 6% | B: -4% | C: -1% | D: -2% | E: -1%[57.5 µM] | F: 14% | G: -7% | H: -18%

Cc1cc(Oc2cc(NN3CCCCC3)c([N+](=O)[O-])cc2[N+](=O)[O-])c(C(=O)c2ccccc2)cc1Cl
  A: 1% | B: -26% | C: -3% | D: 10% | E: i | F: -9% | G: 7% | H: 23%

COc1cc(/C=C/c2ccc3cccc(OC)c3n2)c(O)c([N+](=O)[O-])c1
  A: 0% | B: -7% | C: -40% | D: -9% | E: -24% | F: -4% | G: -3% | H: 23%

COC(=O)CSc1ncnc2c1sc1nc3c(cc12)COC(C)(C)C3
  A: -7% | B: -2% | C: 14% | D: -4% | E: i | F: -3% | G: 3% | H: 8%

CN(C)c1ccc(/C=N/NC(=O)c2ccc(CN3CCOCC3)cc2)cc1Br
  A: -12% | B: -13% | C: 6% | D: -2% | E: i | F: -5% | G: -8% | H: -10%[9.22 µM]

CCOc1cc(C(=O)N2CCC(CC3CC(c4ccc(Cl)cc4)=NO3)(C(=O)NCC3CCCCC3)CC2)cc(OCC)c1OCC (configuration not stated)
  A: -8% | B: -16% | C: ? | D: 3% | E: i | F: -29% | G: -4% | H: 17%

# Entries above containing fluorine, in the order listed:
# Field names: A = EPAC2 agonist; B = EPAC1 ag; C = FUS suppressor; D = aSyn yeast inh; E = PTHR1 ag; F = EPAC1 antagonist; G = EPAC2 antagonist; H = TDP43 rescue
C/C(CC(=O)Nc1ccc(N(C)C)cc1)=N\NC(=O)c1ccc(F)cc1
  A: 16% | B: 6% | C: 10% | D: 12% | E: ? | F: -30% | G: 0% | H: -19%

CC(NCC(=O)Nc1ccccc1C(=O)NC1CC1)c1ccc(F)cc1F (configuration not stated)
  A: 5% | B: 7% | C: nt | D: -14% | E: -1% | F: 8% | G: 8% | H: 6%

O=S(=O)(Nc1cc(C(F)(F)F)ccc1N1CCOCC1)c1ccccc1
  A: -3% | B: -12% | C: 2% | D: -4% | E: i | F: -3% | G: 4% | H: 9%

# Not all compounds are listed; the hit share may differ from the screen's.
